Assay outcomes (PubChem)
MT1-MMP txn act: MT1-MMP promoter transcription activation. HT1080 MT1-MMP promoter luciferase reporter, luminescence, overnight; stronger effect = higher value. activation factor at 10 µM. 0.16% of 86,000 active. AID 750;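 active means activation factor of at least 2 for MT1-MMP transcription at 10 µM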
Smad3 FoxH1 inh: inhibitors of human Smad3 transcription factor binding | AID 630 | inhibition, % at 25 µM | TR-FRET Smad3/Dy647-FoxH1 peptide binding, europium anti-His | P84022 | 0.29% of 88,000 active;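 active means compounds that reduce the energy-transfer binding signal between the protein and its labelled peptide by more than half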;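 further: 0% = Smad3 plus labelled peptide maximal FRET and 100% = peptide-only background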
ERb SRC1 inh: blocks coactivator binding to human estrogen receptor beta; Q92731; TR-FRET ER-beta LBD / SRC1-Cy5 peptide binding; receptor agonist-loaded with 1 µM estradiol; inhibition, % at 25.6 µM; 1.3% of 86,000 active; AID 633;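 active means compounds whose percent inhibition of the receptor-coactivator binding signal exceeds about 50% in the single-dose screen, limit read from the data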;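 further: 0% = receptor plus peptide wells without compound and 100% = peptide-only wells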
ERa coact inh: blocks coactivator binding to human estrogen receptor alpha; 1.7% of 86,000 active; AID 629; P03372; inhibition, % at 25.6 µM; TR-FRET ER-alpha LBD / SRC-1 peptide, estradiol-bound; in the data active means inhibition above about 50%;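 further: 0% = receptor plus peptide control and 100% = peptide only without receptor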
Lung fibro prol: blocks proliferation of human lung fibroblasts. LL 47 human lung fibroblast viability, ATP luminescence; stronger effect = lower value. viability, % at 10 µM. 1.1% of 85,000 active. AID 719;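 active means viability at or below 50% in the single dose screen; inactive means viability above 50%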;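 further: compound exposure lasted 72 h before the ATP readout; 100% = median luminescence of untreated cell-only wells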
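Test system: LL 47 human lung fibroblasts / Quantity: 1,150 cells in each well / Medium: IMEM growth medium with 15% fetal bovine serum / Incubation: 72 h compound exposure at 37 °C after overnight plating / Detection: CellTiter-Glo luminescence measuring cellular ATP / Read-out: % viability versus median cells-only luminescence / Benchmarks: cell-only wells, no compound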
Mac1 fbg enh: increases human CD11b/CD18 adhesion to fibrinogen; P05107+P11215; K562 CD11b/CD18 adhesion to fibrinogen, ATPlite luminescence; activation, % at 10 µM; 0.07% of 93,000 active;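 active means 10 µM primary screen giving 50% or more activity, confirmed by 40% or more on retest at that dose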; further: strong numbers were not always called active; reference of the scale not given here
Target sequence (P05107 whole entry, looked up, other chains not shown): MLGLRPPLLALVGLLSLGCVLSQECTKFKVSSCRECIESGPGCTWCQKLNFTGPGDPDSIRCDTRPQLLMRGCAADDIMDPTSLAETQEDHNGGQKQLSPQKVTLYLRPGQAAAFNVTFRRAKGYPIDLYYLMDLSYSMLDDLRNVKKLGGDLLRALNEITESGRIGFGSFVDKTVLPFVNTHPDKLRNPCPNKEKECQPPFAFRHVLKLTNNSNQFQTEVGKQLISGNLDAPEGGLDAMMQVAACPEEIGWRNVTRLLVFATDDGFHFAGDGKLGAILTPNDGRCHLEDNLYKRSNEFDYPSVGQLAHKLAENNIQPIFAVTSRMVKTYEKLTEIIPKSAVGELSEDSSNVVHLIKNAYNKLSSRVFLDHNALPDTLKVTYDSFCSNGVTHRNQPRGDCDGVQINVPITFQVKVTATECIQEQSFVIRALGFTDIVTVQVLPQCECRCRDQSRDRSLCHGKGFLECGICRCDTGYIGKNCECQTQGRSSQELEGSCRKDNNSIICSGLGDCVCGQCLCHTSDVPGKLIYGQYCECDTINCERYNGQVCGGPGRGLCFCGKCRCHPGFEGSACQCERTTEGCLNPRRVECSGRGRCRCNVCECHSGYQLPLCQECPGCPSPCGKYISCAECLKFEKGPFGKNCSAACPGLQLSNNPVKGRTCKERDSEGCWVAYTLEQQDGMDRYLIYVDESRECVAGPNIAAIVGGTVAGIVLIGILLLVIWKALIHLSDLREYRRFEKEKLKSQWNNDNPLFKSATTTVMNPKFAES
HUVEC inhibit: human endothelial cell proliferation inhibition; 1.1% of 86,000 active; HUVEC proliferation, CellTiter-Glo luminescence, 72 h; stronger effect = lower value; viability, % at 10 µM (by protocol);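 active means viability at or below 30%; inactive means viability above 30%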;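 further: 100% = median luminescence of DMSO-only cell control wells on each plate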
H69AR inhibit: blocks growth of human H69AR lung tumor cells; H69AR lung tumor viability, ATP luminescence, 72 h; stronger effect = lower value; AID 598; 6% of 85,000 active; viability, % at 10 µM;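 active means viability at or below 40%; inactive means viability above 40%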;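 further: multidrug resistant small cell line overexpressing MRP-1 efflux transporter; 100% = mean luminescence of untreated control wells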
ERa SRC1 pot: ER-alpha (human) coactivator binding potentiation; P03372; TR-FRET ERalpha-LBD/SRC-Cy5 coactivator binding, 2 h; 100 = basal binding, no effect; coactivator binding (% of control), % at 25.6 µM; 1.3% of 86,000 active; in the data active means activity above about 200%;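 further: binding measured in presence of low estradiol as agonist stimulus; 0% = peptide alone without receptor and 100% = receptor with peptide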
* marks the source's active call; other numbers are inactive results; nt = not tested or not shown; [ ] = dose if it differs, or a comment. An excerpt (hit frequency here may not be typical).

Start of the listing, in advance (six entries):
cpd | SMILES | Smad3 FoxH1 inh | Mac1 fbg enh | H69AR inhibit | HUVEC inhibit | ERb SRC1 inh | Lung fibro prol | MT1-MMP txn act | ERa coact inh | ERa SRC1 pot
1 | Cn1c2ccccc2c2c(C(=O)N3CCC4(CC3)OCCO4)cn(C3CCCCC3)c(=O)c21 | 2 | -1 | 51 | 90 | -2 | 104 | nt | 0 | 92
2 | CCn1c(=O)cc(SCC(=O)N2CCC3(CC2)OCCO3)c2ccccc21 | 36[fluorescence artefact?] | -3 | 80 | 82 | -10 | 91 | 1.4 | 1 | 76[fluorescence artefact?]
3 | CC(=NCCN1CCOCC1)c1c(O)n(C2CCCCC2)c(=O)[nH]c1=O | -1 | 2 | 82 | 109 | 0 | 103 | 1 | -4[fluorescence artefact?] | 98
4 | CC(C)(C)c1nc(NCc2ccc3c(c2)OCO3)c2nnn(Cc3ccccc3Cl)c2n1 | 20[fluorescence artefact?] | nt | 71 | 77 | 5[fluorescence artefact?] | 88 | 1.1 | 4[fluorescence artefact?] | 145
5 | O=C(CSC1c2ccccc2-c2ccccc21)N/N=C/c1ccccc1O | 8 | -3 | 18* | 27* | -17 | 41* | 1 | -2 | 89
6 | COc1ccc(C2=NCc3nnc(C)n3-c3ccc(Cl)cc32)cc1Cl | -17 | nt | 94 | 53 | 6[fluorescence artefact?] | 96 | 1.3 | 14 | 87

Results, from the start:
cpd | SMILES | Smad3 FoxH1 inh | Mac1 fbg enh | H69AR inhibit | HUVEC inhibit | ERb SRC1 inh | Lung fibro prol | MT1-MMP txn act | ERa coact inh | ERa SRC1 pot
1 | Cn1c2ccccc2c2c(C(=O)N3CCC4(CC3)OCCO4)cn(C3CCCCC3)c(=O)c21 | 2 | -1 | 51 | 90 | -2 | 104 | nt | 0 | 92
2 | CCn1c(=O)cc(SCC(=O)N2CCC3(CC2)OCCO3)c2ccccc21 | 36[fluorescence artefact?] | -3 | 80 | 82 | -10 | 91 | 1.4 | 1 | 76[fluorescence artefact?]
3 | CC(=NCCN1CCOCC1)c1c(O)n(C2CCCCC2)c(=O)[nH]c1=O | -1 | 2 | 82 | 109 | 0 | 103 | 1 | -4[fluorescence artefact?] | 98
4 | CC(C)(C)c1nc(NCc2ccc3c(c2)OCO3)c2nnn(Cc3ccccc3Cl)c2n1 | 20[fluorescence artefact?] | nt | 71 | 77 | 5[fluorescence artefact?] | 88 | 1.1 | 4[fluorescence artefact?] | 145
5 | O=C(CSC1c2ccccc2-c2ccccc21)N/N=C/c1ccccc1O | 8 | -3 | 18* | 27* | -17 | 41* | 1 | -2 | 89
6 | COc1ccc(C2=NCc3nnc(C)n3-c3ccc(Cl)cc32)cc1Cl | -17 | nt | 94 | 53 | 6[fluorescence artefact?] | 96 | 1.3 | 14 | 87
7 | CN(C)c1ccc(NC(=O)CN2C(=O)CN=C(c3ccccc3)c3ccccc32)cc1 | 1 | 2 | 101 | 93 | 53*[fluorescence artefact?] | 95 | 1.2 | 22[fluorescence artefact?] | 52[fluorescence artefact?]
8 | Cc1ccc(-n2nc(C)c3c2NC(=O)CSC3c2ccc3c(c2)OCO3)cc1 (stereo not drawn) | 1 | -1 | 96 | 112 | 8 | 93 | 1 | 6 | 88
9 | CCC(=O)N1c2ccc(S(=O)(=O)CCC(=O)N3CCC4(CC3)OCCO4)cc2CC1C (stereo not drawn) | 8 | nt | 85 | 99 | 40[fluorescence artefact?] | 100 | 1.2 | -2 | 124
10 | CC(=NCc1ccco1)c1c(O)n(Cc2ccccc2)c(=O)[nH]c1=O | -7 | -3 | nt | 99 | -3 | 88 | 1 | -5 | 122
11 | C=Cn1ccnc1P(=S)(c1nccn1C=C)c1nccn1C=C | -10 | -2 | 93 | 104 | -12 | 95 | 1 | -6 | 93
12 | O=P(C(c1c[nH]c2ccccc12)N1CCOCC1)(N1CCOCC1)N1CCOCC1 (stereo not drawn) | -2 | nt | 94 | 97 | -3 | 94 | 1.3 | -1 | 99
13 | CC(C)C(=O)c1cn(Cc2ccccc2C#N)c2ccccc12 | -7 | 71 | 49 | 98 | -2 | 87 | 1.1 | -4 | 86
14 | O=c1cccc2n1CC1CC2CN(Cc2ccc3c(c2)OCO3)C1 (stereo not drawn) | 4 | -3 | 105 | 105 | 9[fluorescence artefact?] | 104 | 1 | 6[fluorescence artefact?] | 116
15 | CCC(CC)N1CCN(C(=O)Cc2ccccc2)CC1 | -3 | nt | 98 | 103 | -15 | 101 | 1.1 | -16 | 110
16 | C=CCN1C(=O)C2(C(C(=O)OCC)=C(N)Oc3ccccc32)c2c1c1ccccc1oc2=O (stereo not drawn) | -10 | -1 | 96 | 99 | 9[fluorescence artefact?] | 103 | 1.3 | 5 | 97[fluorescence artefact?]
17 | CCC12CN3CCN(CC(C3)/C1=N\O)C2 | 8 | -4 | 90 | 99 | 7 | 105 | 1.2 | 0 | 125
18 | CN1CCN(CCC(C#N)(c2ccccc2)c2ccccc2)CC1 | 11 | -6 | 98 | 95 | -7 | 101 | 1.1 | -39 | 109
19 | CCCSP1(=S)NCCCO1 (stereo not drawn) | -1 | -1 | 96 | 101 | -10 | 93 | 1.1 | -13 | 132
20 | CN(C)C1(c2nnnn2CCOC(=O)Nc2ccc(Cl)cc2)CCCCC1 | 5 | 6 | 57 | 108 | -7 | 92 | 1.2 | -33 | 90
21 | CC(=NCC1CCCO1)c1c(O)n(-c2ccc(Cl)cc2)c(=O)[nH]c1=O (stereo not drawn) | -8 | -2 | 95 | 91 | 4[fluorescence artefact?] | 105 | 1.1 | 5[fluorescence artefact?] | 111
22 | CC(C)N1C(=O)CCC1C(=O)N1CCC2(CC1)OCCO2 (stereo not drawn) | -2 | -4 | 96 | 106 | -7 | 98 | 1 | -4 | 107
23 | O=C(Cc1ccccc1)N1CCN(C2CCCC2)CC1 | -10 | 1 | 77 | 111 | 15 | 109 | 1 | 3 | 95
24 | O=C(CN1CCN(Cc2ccc(Cl)cc2)C1=O)N1CCC2(CC1)OCCO2 | -13 | 6 | 106 | 105 | 10 | 110 | nt | 2 | 91
25 | COc1ccc(C(CC(=O)N2CCC3(CC2)OCCO3)NS(=O)(=O)c2ccc(C)cc2)cc1 (stereo not drawn) | 12 | -1 | 97 | 96 | -1 | 98 | 1.1 | 5 | 106

Next part.
cpd | SMILES | Smad3 FoxH1 inh | Mac1 fbg enh | H69AR inhibit | HUVEC inhibit | ERb SRC1 inh | Lung fibro prol | MT1-MMP txn act | ERa coact inh | ERa SRC1 pot
26 | CCOc1ccc(N=C2SCCCN2C)cc1 | 3 | nt | 85 | 79 | -6 | 96 | 1.3 | -7 | 117[fluorescence artefact?]
27 | OC1(c2ccccc2F)CC2CCC(C1)N2CCN1CCOCC1 (stereo not drawn) | 4 | 5 | 100 | 90 | -20 | 104 | 1 | 0 | 124
28 | O=C1NC(=O)C2(C(=O)N1)C(c1ccc(F)cc1)NC(=S)NC2c1ccc(F)cc1 (stereo not drawn) | -17 | -3 | nt | nt | -2[fluorescence artefact?] | nt | 1 | 4[fluorescence artefact?] | 124
29 | CCN(c1ccc(C(O)(C(=O)OC)C(F)(F)F)cc1)S(=O)(=O)c1ccccc1 (stereo not drawn) | 8 | -1 | 89 | 100 | -1 | 102 | 1.1 | -3 | 106
30 | COc1ccc2c(c1)c(C(=O)O)c(C)n2C(C)C | 2 | nt | 93 | 95 | -5 | 97 | 1.2 | -10 | 109
31 | O=P(/C(=N/O)N1CCOCC1)(N1CCOCC1)N1CCOCC1 | -8 | -2 | 94 | 98 | 11 | 97 | 1.1 | 9 | 88
32 | COc1ccc(P2(=O)Nc3ccccc3N2)cc1 | -9 | nt | 47 | 88 | 22[fluorescence artefact?] | 92 | 1.6 | 10[fluorescence artefact?] | 74[fluorescence artefact?]
33 | Cc1ccccc1-n1c(O)c(C=Nc2ccc3c(c2)OCO3)c(=O)[nH]c1=O | -2 | 0 | 87 | 106 | -6 | 94 | 1.2 | -1 | 115
34 | CCC(=NCc1ccco1)c1c(O)n(-c2ccccc2)c(=O)[nH]c1=O | 10 | -1 | 87 | 82 | 0 | 91 | 1.1 | -1[fluorescence artefact?] | 121
35 | CN(C)CCN=Cc1c(O)n(C2CCCCCC2)c(=O)[nH]c1=O | -4 | -1 | 88 | 94 | 6 | 111 | 1 | -4 | 115
36 | CC(C)N1CCC2(CC1)NC(CO)(CO)CO2 | 2 | -3 | 91 | 88 | 6 | 98 | 1.1 | -9 | 125
37 | CCCC(C)C1C(C#N)=C(N)Oc2c1c(=O)oc1ccccc21 (stereo not drawn) | 6 | 3 | 63 | 103 | 6 | 95 | 1.1 | 3 | 101
38 | CCC(=NCc1ccco1)c1c(O)n(-c2ccc(C)cc2)c(=O)[nH]c1=O | -19 | -2 | 82 | 100 | -11 | 98 | 1 | -5 | 106
39 | CC(C)CC(NC(=O)C1CCCCC1)C(=O)N1CCC2(CC1)OCCO2 (stereo not drawn) | -5 | -3 | 104 | 91 | -1 | 104 | 1.1 | -8 | 126
40 | O=C(CCS(=O)(=O)c1ccc(Br)cc1)N1CCC2(CC1)OCCO2 | 1 | -3 | 75 | 96 | 4 | 98 | 1.4 | 18 | 105
41 | Cc1cc(OCC(=O)Nc2cc(C)nn2-c2ccccn2)c2c3c(c(=O)oc2c1)CCC3 | 9[fluorescence artefact?] | -2 | 79 | 84 | -3 | 102 | 1 | 5 | 143
42 | CCOC(=O)C1=C(N)Oc2ccccc2C12C(=O)N(CC(=O)OC)C(CC(=O)OC)=C2C(=O)OC (stereo not drawn) | 0 | nt | 78 | 94 | 0 | 100 | 1.1 | -15 | 100
43 | Cn1c(O)c(C=Nc2ccc3c(c2)CCC3)c(=O)n(C)c1=O | 8 | -2 | 90 | 105 | 16 | 98 | 1.3 | 12 | 138
44 | COC(=O)c1ccc(CN2CCN(Cc3ccccc3)CC2)cc1 | 2 | -2 | 96 | 110 | -1 | 102 | 1.1 | -5 | 103
45 | C=CCNC(=O)c1c(N)n(Cc2ccco2)c2nc3ccccc3nc12 | 4 | -1 | 54 | 70 | 18 | 89 | 1.1 | 17 | 75[fluorescence artefact?]
46 | O=C1C2CCCN2C(c2cccs2)N1c1ccccn1 (stereo not drawn) | 8 | -1 | 97 | 101 | -6 | 99 | 1.2 | 2 | 119
47 | Cc1ccccc1-n1c(-c2ccco2)nc2ccccc2c1=O | 3 | nt | 64 | 90 | -6 | 98 | 1.2 | 3 | 113
48 | Cc1c(C(=O)N2CCC3(CC2)OCCO3)oc2ccccc12 | 0 | 0 | 84 | 94 | -24[fluorescence artefact?] | 103 | 1.4 | -27 | 106
49 | O=C(Cc1ccccc1)N1CCN(Cc2c[nH]c3ccccc23)CC1 | -1 | 0 | 61 | 96 | -1[fluorescence artefact?] | 95 | 1.1 | 4[fluorescence artefact?] | 99

Entries by screen from above:
Lung fibro prol, compounds 30 to 33 → 97, 97, 92, 94
MT1-MMP txn act, compounds 30 to 33 → 1.2, 1.1, 1.6, 1.2
